# MPTP block – mitochondrial permeability transition pore inhibitors, primary screen, biochemical, isolated mouse mitochondria, absorbance | inhibition, % at 10 µM | hit rate 1.4% among 360,000 | Ca2+ swelling absorbance, 30 min;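 active = inhibition of 50% or more, scaled per plate between neutral and stimulator controls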;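 also: 0% = DMSO wells given calcium and 100% = 1 mM EGTA wells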
# hIAP activ – human IAP activators, primary screen, biochemical, luminescence, uHTS; activation factor at 10 µM; AID 2524, 2010; purified human IAP, CDP-Star luminescence, 30 min; hits give high values; 1 = vehicle-only enzyme, 0 = enzyme-free background; Intestinal-type alkaline phosphatase (Homo sapiens), P09923; hit rate 0.16% among 330,000;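 active = activation factor of the enzyme at least 2-fold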; also: the source names both 10 and 20 µM as test concentration; values of inactives mirror those of a sister screen read the other way
# Target sequence (P09923 whole entry, looked up): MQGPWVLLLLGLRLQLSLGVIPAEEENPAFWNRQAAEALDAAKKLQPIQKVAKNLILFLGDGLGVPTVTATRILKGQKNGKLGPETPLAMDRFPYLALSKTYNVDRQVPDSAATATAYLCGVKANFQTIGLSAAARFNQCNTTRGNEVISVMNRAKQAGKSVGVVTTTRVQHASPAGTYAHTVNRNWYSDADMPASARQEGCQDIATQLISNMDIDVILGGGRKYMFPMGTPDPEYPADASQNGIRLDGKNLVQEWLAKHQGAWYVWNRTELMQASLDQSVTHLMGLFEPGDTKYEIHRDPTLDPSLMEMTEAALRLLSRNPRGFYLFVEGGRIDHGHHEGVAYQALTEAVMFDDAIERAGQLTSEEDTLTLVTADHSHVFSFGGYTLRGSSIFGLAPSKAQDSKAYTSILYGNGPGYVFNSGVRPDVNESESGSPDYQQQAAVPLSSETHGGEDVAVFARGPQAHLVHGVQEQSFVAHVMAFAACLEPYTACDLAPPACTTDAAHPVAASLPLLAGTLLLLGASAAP
# hIAP inh – human IAP inhibitors, primary screen, biochemical, luminescence, uHTS. Intestinal-type alkaline phosphatase (Homo sapiens), P09923. purified IAP, CDP-Star luminescence, 30 min. inhibition, % at 10 µM. hit rate 0.12% among 330,000. AID 2544, 2010;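 active = inhibition reaching a set limit with compound at 10 µM in the primary screen, cut at about 35% in these data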;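 also: plate controls were DMSO wells with enzyme for no effect and no-enzyme buffer wells for full effect; values of inactives mirror those of a sister screen read the other way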
# APOBEC3G inh – APOBEC3G DNA deaminase inhibitors, primary screen, biochemical, fluorescence, single-stranded DNA substrate, uHTS; inhibition, % at 20 µM; DNA dC->dU-editing enzyme APOBEC-3G (Homo sapiens), Q9HC16; recombinant A3G, ssDNA deamination FAM/TAMRA fluorescence; hit rate 0.28% among 330,000; AID 493012, 2011;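 active = inhibition of at least 40% at 20 µM, with no more than 30% in the related APOBEC3A deaminase screen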;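 also: plate controls were DMSO wells with A3G for no effect and wells lacking A3G enzyme for full effect; some compounds called inactive have numbers as strong as hits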
# mIAP block – inhibitors of mouse IAP, primary screen, biochemical, luminescence, uHTS. purified mouse IAP, CDP-Star luminescence, 30 min. hit rate 0.2% among 330,000. inhibition, % at 10 µM. AID 2806, 2010;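 active = inhibition of at least 40% at 10 µM in the primary screen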;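 also: plate controls were DMSO with enzyme for no effect and no enzyme wells for full effect; values of inactives mirror those of a sister screen read the other way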
# A3A deaminase – APOBEC3A ssDNA deaminase inhibitors, primary screen, selectivity assay for APOBEC3G inhibitor project, biochemical, FAM/TAMRA oligo cleavage fluorescence; DNA dC->dU-editing enzyme APOBEC-3A (Homo sapiens), P31941; recombinant A3A, FAM/TAMRA ssDNA deamination fluorescence; inhibition, % at 20 µM; hit rate 0.41% among 330,000; AID 493011, 2011;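 active = at least 40% inhibition at 20 µM here, with at most 30% in a related deaminase screen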;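 also: plate controls were A3A with DMSO for no effect and wells lacking A3A enzyme for full effect; some results filed as inactive read as strong as hits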
# ATG4B inhibitor – ATG4B protease inhibitors, primary screen, biochemical, fluorescence, uHTS | Cysteine protease ATG4B (Homo sapiens), Q9Y4P1 | ATG4B cleavage of LC3-PLA2, NBD-HPC fluorescence, 1 h | inhibition, % at 8.33 µM | hit rate 0.51% among 340,000 | AID 504462, 2011; in the data active = inhibition above about 40%
# Target sequence (Q9Y4P1 whole entry, looked up): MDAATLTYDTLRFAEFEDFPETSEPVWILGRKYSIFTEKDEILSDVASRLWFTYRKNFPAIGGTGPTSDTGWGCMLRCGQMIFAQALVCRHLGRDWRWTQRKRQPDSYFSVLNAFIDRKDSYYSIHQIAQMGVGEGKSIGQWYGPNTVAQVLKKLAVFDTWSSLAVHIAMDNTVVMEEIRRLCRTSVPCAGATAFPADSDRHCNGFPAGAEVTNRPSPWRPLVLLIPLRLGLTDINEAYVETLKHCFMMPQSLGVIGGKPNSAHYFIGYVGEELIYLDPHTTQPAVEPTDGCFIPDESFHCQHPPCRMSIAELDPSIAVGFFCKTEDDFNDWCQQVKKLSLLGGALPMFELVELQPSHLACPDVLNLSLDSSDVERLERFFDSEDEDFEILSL
# MIN6 prolif – inducers of MIN6 beta-cell proliferation, primary screen, ATP luminescence, uHTS | MIN6 cells proliferation, ATPlite luminescence, 48 h; cells starved in 0.2% serum; 100% = growth in 10% serum | hit rate 0.29% among 330,000 | proliferation, % at 10 µM;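 active = compounds whose signal lies at least 3.5 SD above the mean of all wells on their plate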;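 also: 0% = DMSO-treated cells in low-serum medium and 100% = 10% serum control; some compounds called inactive have numbers as strong as hits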
# mIAP activ – activators of mouse IAP, primary screen, biochemical, luminescence, uHTS; muIAP, CDP-Star luminescence, 30 min; hits give high values; 1 = vehicle-only enzyme signal, 0 = enzyme-free wells; activation factor at 10 µM; hit rate 0.24% among 330,000;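 active = activation factor of at least 2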; also: the source names both 10 and 20 µM as test concentration; values of inactives mirror those of a sister screen read the other way
#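 Assay system: mouse IAP enzyme; Reagent: CDP-Star chemiluminescent phosphatase substrate; Compound: DMSO-dissolved test compounds; Incubation: 30 min, room temperature; Technique: luminescence from enzymatic CDP-Star hydrolysis; Controls: DMSO-only wells and no-enzyme negative control.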
# The depositor's hits bear a star; / = no result given.
SMILES,MPTP block,hIAP activ,hIAP inh,APOBEC3G inh,mIAP block,A3A deaminase,ATG4B inhibitor,MIN6 prolif,mIAP activ
CCOc1ccc(Nc2nc3ccccc3c(=O)s2)cc1,0.3,0.95,4,-3,-1,1,-3,4,1
CC(C)NS(=O)(=O)c1ccc(NC(=O)C(C)OC(=O)CCC(=O)c2cccs2)cc1 (configuration not stated),-1.7,1.2,-19,-4,2,2,-8,6,0.98
CCn1c(C)cc(/C=C2/SC(=O)N(C(C)C(=O)OC)C2=O)c1C (configuration not stated),5.0,0.98,2,-9,18,-7,9,0,0.82
O=C(CSc1cccc2cccc(Cl)c12)NCc1cccs1,6.5,1.1,-13,1,3,3,-13,-3,0.97
COc1cc(NC(=O)CSc2nc(=O)n(CCN3CCOCC3)c3c2CCC3)cc(OC)c1,-1.3,0.97,3,-11,-9,-3,5,3,1.1
CCn1nnc(NC(=O)c2ccc(-c3ccccc3[N+](=O)[O-])o2)n1,-3.3,0.92,8,-5,-2,2,-6,-2,1
O=C(Nc1ccc(Cl)cc1)c1cnc(-c2ccccc2)nc1-c1ccccc1,73*,1,-5,-6,-9,-1,-8,-6,1.1
CCN(CC(=O)NCc1ccc(Cl)cc1)C(=O)COc1cccc(C(F)(F)F)c1,-0.1,0.92,8,-7,-2,-3,1,-1,1
Cc1cccc(NS(=O)(=O)c2cccc(C(=O)NCC(c3ccco3)N(C)C)c2)c1 (configuration not stated),0.6,0.9,10,-10,3,-3,-3,0,0.97
COc1ccccc1-c1nc(C#N)c(N2CCCCCC2)o1,3.8,1.2,-24,-7,0,-2,-1,2,1
Cc1cnc(SCCc2ccncc2)nc1C,/,1,-1,5,2,-3,/,0,0.98
O=C1NN(c2cccc(Br)c2)C(=O)/C1=C\c1ccccc1,1.8,0.94,6,-4,2,8,4,-2,0.98
NS(=O)(=O)c1ccc(NCc2ccccc2OCc2ccccc2F)cc1,5.1,1.3,-27,-5,-25,-2,-15,0,1.3
Cc1cc(Oc2ccccc2)nc(-c2ccccc2)n1,0.5,0.96,4,-5,11,-1,10,4,0.89
CC(Oc1ccc2ccc(=O)oc2c1)C(=O)NC(Cc1c[nH]c2ccc(O)cc12)C(=O)O (configuration not stated),0.4,0.8,20,25,13,16,-10,3,0.87
CCN(C(=O)COc1ccc(C)nc1[N+](=O)[O-])C1CCS(=O)(=O)C1 (configuration not stated),-0.1,0.83,17,-6,4,-3,-8,0,0.96
COc1cc(C(=O)NC(C)CCc2ccccc2)cc(OC)c1OC (configuration not stated),-1.0,1,0,0,4,-3,3,0,0.95
O=C(CSc1ncn[nH]1)Nc1ccc(Cl)c(Cl)c1,-0.1,1.1,-6,-3,1,0,-3,-3,0.99
Cc1cc(Cl)nc(Cl)c1C(=O)N1CCOCC1,-0.3,1.1,-8,-5,-6,-5,-7,-1,1.1
CC(NC(=O)CNC(=O)c1cccs1)c1cccc(C(F)(F)F)c1 (configuration not stated),-0.5,1,-3,-1,-19,1,1,-2,1.2
O=C(COc1coc(CN2CCN(c3ccccc3F)CC2)cc1=O)NC1CCCCC1,-3.9,0.92,8,-9,3,0,-1,4,0.97
Cc1ccccc1C(=O)N1CCN(c2ccc([N+](=O)[O-])c(NCc3cccnc3)c2)CC1,3.4,0.79,21,-10,10,-3,-16,-2,0.9
CCOc1cc(S(=O)(=O)N2CCN=C2Cc2ccccc2)ccc1F,-0.4,1.5,-54,-3,4,-5,-2,-4,0.96
Cc1c(C(=O)N(C)Cc2nc3ccccc3c(=O)[nH]2)oc2ccccc12,-0.5,0.85,15,-5,0,-1,-6,-2,1
Cc1ccc(S(=O)(=O)Nc2cc(C)cn(Cc3ccccc3)c2=O)cc1,-0.1,1.2,-17,-4,-2,0,-11,0,1
SMILES,MPTP block,hIAP activ,hIAP inh,APOBEC3G inh,mIAP block,A3A deaminase,ATG4B inhibitor,MIN6 prolif,mIAP activ
CCCCOc1ccc(/C=C/C(=O)OCC(=O)NC2CCS(=O)(=O)C2)cc1OCC (configuration not stated),-0.4,1,-2,-10,4,0,-2,1,0.96
O=[N+]([O-])c1cccc(C(=S)N2CCCC2)c1,-1.9,1,-5,-4,-1,-2,5,-1,1
COC(=O)c1ccc(NC(=O)c2ccccc2CC[N+](=O)[O-])cc1,-0.7,0.98,2,-7,-1,2,-3,-3,1
COc1cccc(NS(=O)(=O)c2ccc(OC)c(OC)c2)c1,-1.7,0.89,12,-5,0,-1,-3,-3,1
Cc1c(NC(=O)c2cnn3c(C(F)(F)F)cc(-c4ccco4)nc23)c(=O)n(-c2ccccc2)n1C,-4.9,0.97,3,-1,0,2,-3,-1,0.99
COc1cccc(OC)c1C(=O)Nc1cccc(-c2ccc3nncn3n2)c1,2.5,1.1,-14,2,0,-4,-3,-2,1
CSCCC(NS(=O)(=O)c1ccccc1F)C(=O)NC(C)c1ccccc1 (configuration not stated),-0.8,0.9,10,-9,1,1,1,-1,0.99
CC(C)C(OC(=O)CN1C(=O)COc2ccccc21)C(=O)NC1CCCCC1 (configuration not stated),0.2,1,0,-6,-1,-2,-4,-2,1
CCCOC(=O)C(=O)NNc1ccccc1,1.0,1.1,-10,-4,3,-2,1,2,0.97
COC(=O)c1c(C(=O)OC)c(-c2ccccc2)n2c1CS(=O)(=O)C2,-1.2,1,-4,-1,5,1,1,0,0.95
O=C(NNC1CC(=O)N(c2ccc(Br)cc2)C1=O)c1ccccn1 (configuration not stated),1.5,1.2,-15,-10,22,-5,-10,-1,0.78
Cc1cc(-n2c(C)cc(C(=O)CSc3nnc4sc5ccccc5n34)c2C)no1,-1.2,0.94,6,1,7,0,-2,-1,0.93
CCOC1(c2ccccc2)CC1C(=O)N/N=C/c1cccc([N+](=O)[O-])c1 (configuration not stated),5.5,0.91,9,-4,0,-1,-7,-1,1
CCCCCOC(=O)C1=C(C)N(C)C(=O)NC1c1cc(Br)c(O)c(OC)c1 (configuration not stated),-2.6,1.1,-5,-2,-3,8,-9,2,1
CCSc1nc(=S)n(CC)c(C)c1C(C)=O,-0.4,0.86,14,-6,4,0,-10,-1,0.96
CN1CCN(C(=O)CCCN2C(=O)/C(=C/c3cccc(Br)c3)SC2=S)CC1,0.7,0.88,12,-11,14,-2,-2,-2,0.86
COc1ccc(C(=O)OCC(=O)Nc2sccc2C(N)=O)cc1OC,0.3,0.82,18,-7,1,6,-17,1,0.99
C/C(N)=C(/C#N)C(=O)CSc1nc2scc(-c3ccc(F)cc3)c2c(=O)n1C,0.1,1,-3,1,9,0,-6,-5,0.91
O=C(Nc1ccc(Br)cc1)c1ccc(N2C(=O)C3CC=CCC3C2=O)cc1 (configuration not stated),-0.5,1,-2,-4,-3,-2,-3,0,1
COc1ccc(S(=O)(=O)N2CCCCC2)cc1NC(=O)c1ccco1,-0.4,1.2,-15,6,-4,2,7,2,1
O=C(Nc1nc2ccc([N+](=O)[O-])cc2s1)c1ccc(S(=O)(=O)N2CCCc3ccccc32)cc1,78*,1,0,-5,9,1,-1,-7,0.91
COC(=O)c1c(NC(C)=O)sc(Cc2ccccc2)c1C,-2.7,1.1,-9,-4,6,0,4,-2,0.94
CCn1nnc(NC(=O)Cc2ccc(Cl)cc2)n1,0.2,1.1,-12,-11,-4,-3,-1,1,1
CN1C(=O)SC(Nc2ccccc2C(=O)O)C1=O (configuration not stated),-2.6,0.95,5,-2,16,2,0,-2,0.84
CC1CCCN(C(=O)CNC(=O)c2sc3ccccc3c2Cl)C1 (configuration not stated),0.5,1,0,6,6,1,-1,4,0.94
CC(=O)c1ccc(N2CCN(C(=S)NCc3ccco3)CC2)cc1,-1.1,0.92,8,-3,9,4,1,-3,0.91
O=C(c1ccc2c3c(cccc13)CC2)C1CCCN(C(=O)c2ccc(=O)[nH]c2)C1 (configuration not stated),-1.2,0.98,2,5,12,2,5,-2,0.88
S=c1[nH]nc(COc2ccccc2)n1-c1ccccc1,1.2,1.1,-12,34,-3,3,3,3,1
COc1ccc2oc(C(=O)NN3C(C)CCCC3C)c(C)c2c1 (configuration not stated),6.2,1.1,-5,-5,1,-1,3,-1,0.99
CSc1ncc(CN2CCCC(C(=O)Nc3ccc(-c4ccco4)cc3)C2)cn1 (configuration not stated),-0.8,1,-4,7,5,2,14,-3,0.95

# Among those listed so far, these contain a CF3 group:
SMILES,MPTP block,hIAP activ,hIAP inh,APOBEC3G inh,mIAP block,A3A deaminase,ATG4B inhibitor,MIN6 prolif,mIAP activ
CCN(CC(=O)NCc1ccc(Cl)cc1)C(=O)COc1cccc(C(F)(F)F)c1,-0.1,0.92,8,-7,-2,-3,1,-1,1
CC(NC(=O)CNC(=O)c1cccs1)c1cccc(C(F)(F)F)c1 (configuration not stated),-0.5,1,-3,-1,-19,1,1,-2,1.2
Cc1c(NC(=O)c2cnn3c(C(F)(F)F)cc(-c4ccco4)nc23)c(=O)n(-c2ccccc2)n1C,-4.9,0.97,3,-1,0,2,-3,-1,0.99

# Record cards, as listed above.
# Record of COc1ccc2oc(C(=O)NN3C(C)CCCC3C)c(C)c2c1 (configuration not stated) = MPTP block = 6.2; hIAP activ = 1.1; hIAP inh = -5; APOBEC3G inh = -5; mIAP block = 1; A3A deaminase = -1; ATG4B inhibitor = 3; MIN6 prolif = -1; mIAP activ = 0.99
# Record of CCCOC(=O)C(=O)NNc1ccccc1 = MPTP block = 1.0; hIAP activ = 1.1; hIAP inh = -10; APOBEC3G inh = -4; mIAP block = 3; A3A deaminase = -2; ATG4B inhibitor = 1; MIN6 prolif = 2; mIAP activ = 0.97
# Record of C/C(N)=C(/C#N)C(=O)CSc1nc2scc(-c3ccc(F)cc3)c2c(=O)n1C = MPTP block = 0.1; hIAP activ = 1; hIAP inh = -3; APOBEC3G inh = 1; mIAP block = 9; A3A deaminase = 0; ATG4B inhibitor = -6; MIN6 prolif = -5; mIAP activ = 0.91

# Structures listed so far containing a cyano group (2):
SMILES,MPTP block,hIAP activ,hIAP inh,APOBEC3G inh,mIAP block,A3A deaminase,ATG4B inhibitor,MIN6 prolif,mIAP activ
COc1ccccc1-c1nc(C#N)c(N2CCCCCC2)o1,3.8,1.2,-24,-7,0,-2,-1,2,1
C/C(N)=C(/C#N)C(=O)CSc1nc2scc(-c3ccc(F)cc3)c2c(=O)n1C,0.1,1,-3,1,9,0,-6,-5,0.91
